Compound activity as filed in PubChem BioAssay.
AMA1-RON2 inh: disrupts binding of P. falciparum AMA1 to RON2; AlphaScreen AMA1-biotinylated RON2 peptide binding; Potency, µM (highest dose often 58.2 µM), inactives show top-dose activity change, negative = inhibition, most hits filed as inhibitors; 360,000 compounds, 0.2% hits;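 also: potency is read from the fitted curve at half-maximal effect; 0% = vehicle wells and -100% = peptide control; nearly all actives have a fitted effect of over 45% in size; some results filed as inactive show a strong effect at the top dose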
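AMA1 (3D7) with his tag at 25 nM final met compounds first, then biotinylated RON2 peptide at 25 nM; detection used donor plus acceptor beads, 10 µg/mL apiece, read by AlphaScreen after 30 min at room temperature.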
Cycloheximide cs: affects cycloheximide protein synthesis inhibition readout, counter-screen; cell reporter, cycloheximide protein synthesis inhibition counterscreen; max response, %; 300,000 compounds, 12% hits; in the data active = max response mostly above about 13%, no sharp cut-off; inactive = mostly below about 14%; also: read at 38.3 µM for the half of the compounds with a filed dose; 0% is about no effect
AmpC inh no detg: inhibitors of E. coli AmpC beta-lactamase without detergent; P00811; AmpC nitrocefin hydrolysis, absorbance 480 nm, 0.0001% Triton; Potency, µM (doses to about 57.1 µM), for inactives: at the top dose activity change, negative = inhibition, hits mostly inhibitors; 330,000 compounds, 0.52% hits;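 also: potency is read from the fitted curve at half-maximal effect; plate controls were no compound for no effect and no enzyme for full effect; nearly all actives have a fitted effect of over 20% in size; some results filed as inactive show a strong effect at the top dose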
Target sequence (P00811 whole entry, looked up): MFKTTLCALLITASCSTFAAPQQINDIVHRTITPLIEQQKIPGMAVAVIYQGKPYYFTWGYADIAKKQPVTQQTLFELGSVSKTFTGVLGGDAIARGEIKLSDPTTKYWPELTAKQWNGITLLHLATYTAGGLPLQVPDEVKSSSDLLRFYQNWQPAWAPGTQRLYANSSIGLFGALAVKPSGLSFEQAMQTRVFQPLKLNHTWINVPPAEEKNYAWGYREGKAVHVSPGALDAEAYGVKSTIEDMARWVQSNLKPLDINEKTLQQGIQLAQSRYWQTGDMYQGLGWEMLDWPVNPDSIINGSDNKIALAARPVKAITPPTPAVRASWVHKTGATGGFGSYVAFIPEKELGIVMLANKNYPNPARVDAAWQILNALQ
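AmpC (5.3 nM in the dispensed reagent) in 20 mM phosphate pH 7.0 with 0.01% (detergent screen) or 0.0001% Triton X-100 was preincubated with compounds for 15 min at room temperature. Nitrocefin was then added from an 800 uM solution, and hydrolysis was followed at 480 nm.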
Shiga toxin inh: blocks Shiga toxin action in Vero cells; Vero cells, Shiga toxin protein synthesis inhibition reporter; inhibition, % at 38.7 µM; 290,000 compounds, 9.2% hits; AID 2315; in the data active = inhibition mostly above about 28%, no sharp cut-off; inactive = mostly below about 43%; also: 0% is about no effect
HCMV antiviral: human cytomegalovirus inhibition; HFF cells, HCMV-luciferase reporter, 72 h; stronger effect = lower value; activity change, negative = inhibition, % at 57.5 µM; 410,000 compounds, 4.5% hits; in the data active = activity change below about -60%; inconclusive = no clear call, values can overlap the other calls; inactive = above about -39%; also: % is scaled to controls: 0 for no effect and ±100 for the full control effect
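Steps: HFFs plated, 16 h 37C; compounds added; HCMV-luciferase added to MOI 1 PFU/cell; 72 h 37C; OneGlo reagent, 5 min room temperature; luminescence read, normalized to controls.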
AmpC inh detg: AmpC beta-lactamase inhibition with detergent present; 370,000 compounds, 0.041% hits; Potency, µM (highest dose often 114 µM), for inactives: top-dose activity change, negative = inhibition, actives largely listed as inhibitors; AmpC hydrolysis of nitrocefin, absorbance 480 nm, 0.01% Triton; P00811;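 also: potency is read from the fitted curve at half-maximal effect; 0% = no-compound wells and -100% = no-enzyme wells; nearly all actives have a fitted effect of over 25% in size; some results filed as inactive show a strong effect at the top dose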
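20 mM phosphate pH 7.0 + 0.01% (detergent screen) or 0.0001% Triton X-100; 5.3 nM AmpC reagent; cpd preinc 15 min RT; nitrocefin (800 uM stock) to start; A480 q20 s × 4 min; Activity was normalised to no-enzyme and no-compound control wells.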
FBPA Giardia inh: Giardia lamblia aldolase inhibition; A8B2U2; purified Giardia FBPA; Potency, µM (top dose mostly 59.6 µM), without a hit: at the top dose activity, negative = inhibition, actives largely listed as inhibitors; 290,000 compounds, 0.71% hits; AID 2451; also: potency is read from the fitted curve at half-maximal effect; % is scaled to controls: 0 for no effect and ±100 for the full control effect; nearly all actives have a fitted effect of over 55% in size
Target sequence (A8B2U2 whole entry, looked up): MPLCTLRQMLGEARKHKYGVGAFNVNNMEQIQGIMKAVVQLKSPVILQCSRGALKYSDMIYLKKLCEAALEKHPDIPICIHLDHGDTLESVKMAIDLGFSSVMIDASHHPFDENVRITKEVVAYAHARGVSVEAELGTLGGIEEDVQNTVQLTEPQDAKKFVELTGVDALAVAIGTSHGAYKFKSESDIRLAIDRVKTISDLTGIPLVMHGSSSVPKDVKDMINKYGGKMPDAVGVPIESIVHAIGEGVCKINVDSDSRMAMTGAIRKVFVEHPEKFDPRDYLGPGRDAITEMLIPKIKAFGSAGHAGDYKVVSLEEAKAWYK
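Giardia FBPA (40 nM reagent) was preincubated 10 min at RT with compound (up to 57.5 uM final), then substrate plus GAPDH/TPI/NAD/arsenate coupling system with diaphorase/resazurin was added; resorufin fluorescence (525/598 nm) was read after 20 min.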
* = called active by the depositor; ? = inconclusive; . = not tested or not shown; & = joins results of further samples; [ ] = remark or other dose. Unless noted, calls follow the shape of the dose curve; as a rule, active = well fitted curve in the direction sought with a large enough effect; inconclusive = small, poorly fitted or top-dose-only effect, or another doubt; inactive = no such curve, though single readings can be large; an effect the other way counts as inactive or inconclusive. The order is random; any-hit rate near 16%.

SMILES	AMA1-RON2 inh	Cycloheximide cs	AmpC inh no detg	Shiga toxin inh	HCMV antiviral	AmpC inh detg	FBPA Giardia inh
COCCCNC(=O)CN(c1cc(OC)ccc1OC)S(=O)(=O)c1ccccc1	-8%	1	8%	5	-5	?	1%
Cc1ccc2nc(-c3cccc(NC(=O)c4ccco4)c3)[nH]c2c1	7%	50*	-51%	43*	86	-7%	-18%
CCOC(=O)C1C2C=CC3(CN(CCc4ccccc4)C(=O)C13)O2 (stereo unspecified)	-1%	-2	-9%	12	33	?	-1%
COc1cc(C(=O)NCC(=O)N/N=C/c2ccc(OC(=O)c3ccco3)cc2)cc(OC)c1OC	0%	-4	50%	-7	30	5%	0%
CC(=O)OCC[N+](C)(C)C	-9%&-12%&1%	-3&-1	-32%&-10%&-9%	8&-6	13&-15&22	?	-10%&0%&-1%&-5%
CC(C)(C)c1csc(NC(=O)c2c(F)c(F)c(F)c(F)c2F)n1	-5%	-3	-36%	-13	-12	0%	-1%
O=C1c2ccccc2C(=O)N1CCCSc1nc2ccccc2o1	67%[activator]	7	30%	4	-12	2%	3%
CN(Cc1ccc(C(F)(F)F)cc1)C(=O)C1CC(=O)N(Cc2ccco2)C1 (stereo unspecified)	15%	.	42%	.	47	.	.
COC(=O)c1sccc1NC(=S)Nc1ccc(C)cc1	81%[activator]	25	-21%	40*	22	-5%	?
O=C(O)c1ccc(/C=C2\COc3ccccc3C2=O)cc1	3%	22*	-19%	63	33	2%	2%
Cc1c(OCC(=O)N[C@@H](CSCc2ccccc2)C(=O)O)ccc2c3c(c(=O)oc12)CCC3	-1%	-3	-33%	-7	14	?	3%
O=C(CSc1nc2ccccc2s1)NC1CCCc2ccccc21 (stereo unspecified)	-3%[2.32 µM]	-3	-31%	-7	30	8%	0%
Cc1noc(C)c1C(=O)N1CCC(CO)(Cc2ccccc2)CC1	41%[activator]	6	19%	20	0	8%	7%
CCOc1ccc(NC(=O)Nc2cnccn2)cc1	9%	16*	-8%	59	?	-2%	0%
CN(C)c1ccc2c3c(ccc(N(C)C)c13)COC2	-3%	2	6%	8	-21	-7%	-9%
CC(C)Cn1c(NCCO)nc2ccccc21	-22%	-2	4%	1	-3	-1%	1%
COC(=O)c1ccccc1NC(=O)CSc1nnnn1CC(=O)O	-4%	-4	-23%	-3	-11	1%	-1%
CC(C)Cc1nc2oc3c(N4CCN(CCO)CC4)ncnc3c2c2c1CCCC2	0%	-4	42%[activator]	3	-38	-8%	0%
Oc1ccccc1-c1cc(C(F)(F)F)[nH]n1	.	10	-12%	-6	.	-7%	0%
CSc1nc(C)c(Cc2ccccc2)c(=O)[nH]1	-1%	-5	-8%	-9	-23	-8%	0%
O=C(CCc1ccccc1)Nc1ccc(S(=O)(=O)NC2=NCCCCC2)cc1	28%	.	-15%	.	-19	.	.
COc1cccc(C(C(=O)NC2CCCCC2)N(CCN2CCOCC2)C(=O)C2COc3ccccc3O2)c1 (stereo unspecified)	-10%	-2	48%	-3	2	-5%	0%
CN(C)CCNS(=O)(=O)c1ccc2c3c(cccc13)C(=O)N2	1%	-1	-7%	.	53	2%	-10%
O=C(NC(=S)Nc1cc(S(=O)(=O)N2CCOCC2)ccc1N1CCOCC1)C1CCCC1	.	-5	-10%	-21	.	4%	2%
CSc1c(-c2ccccn2)c(N)nn1C(=O)C1CCC1	-11%	-1	-28%	3	5	-7%	10%
C=CCNC(=O)C1CCC(C(=O)NCC=C)CC1 (stereo unspecified)	-5%	-1	-20%	5	-6	?	4%
CC(C)(C)OC(=O)N[C@H](Cc1ccccc1)C(=O)N1CCC[C@@H]1C(=O)O	-12%	3	-4%	-9	-80*	4%	6%
CCOC(=O)c1c(C2CC2)csc1NC(C)=O	-3%	0	-1%	-2	-65*	-14%	1%
COc1ccccc1CCNC(=O)c1cccc(S(=O)(=O)N2CCc3ccccc3C2)c1	14%	.	-36%	.	-15	?	.
COc1ccc(/C=C/c2c(-c3ccc(OC)cc3)oc3ccc(-c4ccc(OC)cc4)cc23)cc1	5%	-1	-24%	-7	?	?	5%
CC(C)CNC(=O)c1ccccc1NC(=O)c1ccccc1N(C)S(C)(=O)=O	-3%	-2	-18%	-2	49	6%	0%
COc1ccc(NC(=O)CN(c2cc(C)cc(C)c2)S(=O)(=O)c2c(C)noc2C)cc1	19%	-3	-17%	-7	?	-13%	-7%
COc1ccc(CCNC(=O)CC2SC(=NCc3ccccc3OC)NC2=O)cc1 (stereo unspecified)	35%[activator]	2	6%	6	-36	2%	6%
COc1ccc(N2CCN(C(=O)c3ccc(SC)cc3OC)CC2)cc1	-25%	9	94%[activator]	36	-18	0%	5%
Cc1cc(=O)oc2c(C)c(OCC(=O)c3ccccc3)ccc12	11%	-4	-16%	-4	-2	-9%	2%
COc1ccc(/C=C(\NC(=O)c2ccc(C)cc2)C(=O)NCCCn2ccnc2)cc1OC	-16%	-3	0%	3	16	-2%	.
COc1ccccc1NC(=O)CCSc1nc(C)cc(C)n1	-3%	-2	-5%	-3	?	1%	1%
COc1ccc(CNC(=O)C2CCCN(C(=O)Nc3ccc(OC)cc3)C2)cc1 (stereo unspecified)	3%	-3	-13%	30	6	4%	7%
CCN1CCN(S(=O)(=O)c2cc(OCC(=O)NC3CCCCC3)c(C)cc2Cl)CC1	1%	-2	164%[activator]	-1	-65*	?	2%
COc1ccccc1C(=O)NC(CCSC)C(=O)OC(C)C(N)=O (stereo unspecified)	-1%	10	-12%	-7	14	6%	5%
CCc1cccc(C)c1NC(=O)CSc1nnc(-c2ccco2)n1N	6%	-1	-16%	14	22	3%	-13%
O=C(CSc1nccc(=O)[nH]1)Nc1ccc(F)c(Cl)c1	-2%	-2	-27%	-9	4	-10%	3%
COCCOC(=O)c1c(NC(=O)COC(=O)Cc2cccc(OC)c2)sc(C(N)=O)c1C	7%	-2	16%	-11	-2	-9%	.
Cc1cccc(NC(=O)C2CCN(S(=O)(=O)c3c(C)nn(C)c3C)CC2)n1	-7%	-1	2%	-13	?	?	5%
CSc1cccc(NC(=O)CCCOc2ccc(Cl)cc2C)c1	9%	-3	-31%	14	-29	1%	-3%
COc1ccc(N2C(=O)CSC23CCCCC3)cc1	-5%	-2	5%	2	-22	-8%	18%
Cc1cc(NC(=O)CSc2n[nH]c(CC(C)C)n2)no1	29%	-1	-12%	13	29	9%	15%
CC(=O)c1sc2nc(-c3cccs3)cc(C(F)(F)F)c2c1N	17%	-2	-34%	-22	12	0%	-2%
O=C1c2ccccc2C(O)N1Cc1ccco1 (stereo unspecified)	-4%	-3	-6%	-2	21	?	9%
O=C(O)c1ccc(S(=O)(=O)c2ccc3c(c2)C(=O)N(Cc2ccco2)C3=O)cc1	-1%	0	-16%	-17	15	0%	29%
O=C(CSc1nnnn1-c1ccc(Cl)cc1)N1CCc2ccccc2C1	-4%	-2	-40%	10	43	-4%	-2%
Cc1ccc(C(C2=C(O)CC(C)(C)CC2=O)C2C(=O)CC(C)(C)CC2=O)o1 (stereo unspecified)	12%	-1	-12%	-31	13	?	4%
Cc1ccc(CSc2ccc3nnc(-c4cccnc4)n3n2)cc1	-9%	-8	-7%	-12	123	1%	6%
O=C(Nc1nc2c(s1)CN(Cc1ccccc1)CC2)c1cccc(S(=O)(=O)N2CCc3ccccc32)c1	8%	3	1%	-11	-31	-6%	.
CS(=O)(=O)N(CC(=O)N1CCN(c2cccc(Cl)c2)CC1)c1cccc(F)c1	-1%	2	61%[activator]	-6	-20	1%	8%
O=P(OC1CCCCC1)(OC1CCCCC1)C(O)c1ccc(Cl)cc1Cl (stereo unspecified)	-12%	-4	-9%	13	-28	-2%	-1%
O=C(Nc1ccncc1)c1ccccc1-c1ccccc1	14%	-4	-13%	-11	-16	5%	0%
CCc1c(C)nc(N)nc1N1N=C1SC(C(C)=O)C(C)=O	57%[activator]	-4	-6%	-26	-26	-1%	-7%
CCOC(=O)C1CCN(c2c(NCCCN3CCCCC3)c(=O)c2=O)CC1	6%	5	-8%	5	-20	4%	6%

Molecules from the list above with a furan ring, fused or not (9):
SMILES	AMA1-RON2 inh	Cycloheximide cs	AmpC inh no detg	Shiga toxin inh	HCMV antiviral	AmpC inh detg	FBPA Giardia inh
Cc1ccc2nc(-c3cccc(NC(=O)c4ccco4)c3)[nH]c2c1	7%	50*	-51%	43*	86	-7%	-18%
COc1cc(C(=O)NCC(=O)N/N=C/c2ccc(OC(=O)c3ccco3)cc2)cc(OC)c1OC	0%	-4	50%	-7	30	5%	0%
CN(Cc1ccc(C(F)(F)F)cc1)C(=O)C1CC(=O)N(Cc2ccco2)C1 (stereo unspecified)	15%	.	42%	.	47	.	.
CC(C)Cc1nc2oc3c(N4CCN(CCO)CC4)ncnc3c2c2c1CCCC2	0%	-4	42%[activator]	3	-38	-8%	0%
COc1ccc(/C=C/c2c(-c3ccc(OC)cc3)oc3ccc(-c4ccc(OC)cc4)cc23)cc1	5%	-1	-24%	-7	?	?	5%
CCc1cccc(C)c1NC(=O)CSc1nnc(-c2ccco2)n1N	6%	-1	-16%	14	22	3%	-13%
O=C1c2ccccc2C(O)N1Cc1ccco1 (stereo unspecified)	-4%	-3	-6%	-2	21	?	9%
O=C(O)c1ccc(S(=O)(=O)c2ccc3c(c2)C(=O)N(Cc2ccco2)C3=O)cc1	-1%	0	-16%	-17	15	0%	29%
Cc1ccc(C(C2=C(O)CC(C)(C)CC2=O)C2C(=O)CC(C)(C)CC2=O)o1 (stereo unspecified)	12%	-1	-12%	-31	13	?	4%
